# TSHR antag – Antagonists of the Thyroid Stimulating Hormone Receptor: HTS campaign; TSHR-expressing cells, TSH-stimulated cAMP HTRF, 2 h; hits give low values; activity change, negative = inhibition, % at 11.5 µM; 330,000 tested, 0.2% active; AID 504810, 2011;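 active = activity change below a set negative limit, meaning inhibition stronger than a set level, cut at about -70% in these data; inconclusive = activity change between two set negative limits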; note: % is set by controls: 0 for no effect and ±100 for the full control effect
#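 Inhibition of cAMP made by TSHR-expressing cells under TSH stimulation (4nM final, EC80; 2 h, 37 deg C) is quantified with a one-step lysis HTRF kit, anti-cAMP cryptate versus cAMP-d2.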
# AT treatment – qHTS Assay for Identifying a Potential Treatment of Ataxia-Telangiectasia | […] A-T fibroblasts, KAP-1 phosphorylation AlphaLISA; neocarzinostatin DNA damage 30 min before lysis | Potency, µM (doses to about 57.5 µM), without a hit: at the highest dose activation, actives largely listed as activators | 320,000 tested, 0.19% active; note: potency is the fitted concentration of half-maximal effect; % of control where 0% means no effect; nearly all actives have a fitted effect of over 45% in size
#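 ATM-like activity read as KAP-1 phosphorylation via AlphaLISA donor/acceptor antibody pairs after lysis and 6 hr at 25C. Cells were ATM-null patient fibroblasts ([…], hTERT), dosed 60 min, then exposed to the DSB inducer NCS for 30 min.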
# Mito fusion act – qHTS Assay for Small Molecule Inhibitors of Mitochondrial Division or Activators of Mitochondrial Fusion; Potency, µM (doses to about 46.1 µM), inactives show at the top dose growth rescue (activation), actives largely listed as activators; 320,000 tested, 0.23% active; S. cerevisiae fusion-defective mutant growth rescue, CellTiterGlo 48 h;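 note: potency is the fitted concentration of half-maximal effect; % of control where 0% means no effect; nearly all actives have a fitted effect of over 45% in size; temperature-sensitive fusion mutants such as fzo1-1 at 37 °C on non-fermentable ethanol glycerol medium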
#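 Read-out: ATP-based luminescence (CellTiterGlo, 10 min ambient) reporting growth of fusion-defective ts yeast after 48 hours at 37C on glycerol/ethanol YPEG medium in the presence of compound.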
# KCNH2 WT inh – qHTS for Inhibitors of KCHN2 3.1: Wildtype qHTS; Voltage-gated inwardly rectifying potassium channel KCNH2 (Homo sapiens), Q12809; U2OS, BacMam KCNH2, thallium flux FluxOr; hits give low values; activity change, % at 1.84 µM; 340,000 tested, 0.37% active;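 active = maximum activity change below -70%; inconclusive = maximum activity change between -70% and -50%; inactive = maximum activity change above -50%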; note: % is set by controls: 0 for no effect and ±100 for the full control effect
#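 U2OS cells were transduced with wild-type KCNH2 virus (2.03 x 10^8 / mL) for 4 h at room temperature, then cultured overnight at 37 C. Thallium flux was read with FluxOr dye. Rate constants were normalized to DMSO controls.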
# TRPV1 ag – HTS Assay for Compounds that Act as Agonists of the Vanilloid Receptor 1 | activation, % at 8.33 µM | Transient receptor potential cation channel subfamily V member 1 (Homo sapiens), Q8NER1 | AID 540275, 2011 | TRPV1-expressing cells, Fluo-8 calcium influx, agonist mode | 320,000 tested, 0.19% active; in the data active = activation above about 80%; inconclusive = between about 30% and that limit; note: 0% is about no effect
#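 TRPV1-expressing cells were cultured overnight at 35.5C and loaded with Fluo-8 calcium dye for 40 to 90 min at room temperature. After a 10 s baseline, compound was added and calcium influx was read kinetically for 3 min (ex 480/em 520 nm).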
# ELG1 repair inh – qHTS screen for small molecules that inhibit ELG1-dependent DNA repair in human embryonic kidney (HEK293T) cells expressing luciferase-tagged ELG1 | Potency, µM (series often up to 46.1 µM), for inactives: at the highest dose activity change, negative = inhibition, actives largely listed as inhibitors | HEK293T ELG1-luciferase reporter, luminescence, 16 h; DNA damage induced by 5-fluorouridine | 330,000 tested, 2.3% active; note: potency is the fitted concentration of half-maximal effect; % is set by controls: 0 for no effect and ±100 for the full control effect; nearly all actives have a fitted effect of over 55% in size
#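 Reporter activity after DNA damage by 5-fluorouridine is monitored. Compound-treated cells incubate 16 hr at 37 °C, then ONE-Glo is added for 30 min before luminescence reading.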
# USP2a block – qHTS Assay for Inhibitors of Ubiquitin-specific Protease USP2a Using CHOP2 as the Reporter | 330,000 tested, 0.01% active | Potency, µM (series often up to 38.3 µM), for inactives: top-dose activity change, negative = inhibition, usual class: inhibitors | USP2 core, Ub-CHOP2 coupled fluorogenic reporter, 485/531 | Ubiquitin carboxyl-terminal hydrolase 2 (Homo sapiens), O75604;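 note: potency is the fitted concentration of half-maximal effect; plate controls were DMSO wells for no effect and full inhibition by NEM control for full effect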
# Target sequence (O75604 whole entry, looked up): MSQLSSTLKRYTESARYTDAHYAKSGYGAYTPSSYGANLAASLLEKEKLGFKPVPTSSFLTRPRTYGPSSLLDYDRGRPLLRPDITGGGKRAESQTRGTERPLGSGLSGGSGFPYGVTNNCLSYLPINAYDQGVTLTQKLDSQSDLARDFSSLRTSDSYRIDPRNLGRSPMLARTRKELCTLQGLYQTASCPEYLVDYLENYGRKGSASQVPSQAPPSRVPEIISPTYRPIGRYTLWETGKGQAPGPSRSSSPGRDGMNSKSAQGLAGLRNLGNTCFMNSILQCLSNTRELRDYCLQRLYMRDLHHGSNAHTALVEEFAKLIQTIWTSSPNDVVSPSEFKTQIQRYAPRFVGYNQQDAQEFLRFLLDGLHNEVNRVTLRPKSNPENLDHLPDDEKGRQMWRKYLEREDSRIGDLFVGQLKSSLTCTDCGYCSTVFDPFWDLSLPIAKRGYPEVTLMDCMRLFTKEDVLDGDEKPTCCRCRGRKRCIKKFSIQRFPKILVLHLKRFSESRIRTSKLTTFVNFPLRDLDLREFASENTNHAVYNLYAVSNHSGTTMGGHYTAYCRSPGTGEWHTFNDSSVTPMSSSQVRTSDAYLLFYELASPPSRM
#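 Cell-free coupled assay: 10nM USP2 core preincubated 30min RT with compound in Tris-HCl pH 8.0/CaCl2/CHAPS buffer, then 25nM Ub-CHOP2 and 25nM reporter substrate; fluorescence (Ex 485/Em 531) read after 60min RT, normalized to NEM inhibition, concentration-response curves fitted.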
# Eya2 inh – qHTS Assay for Inhibitors of the Phosphatase Activity of Eya2; AID 488837, 2010; Protein phosphatase EYA2 (Homo sapiens), O00167; Potency, µM (doses to about 76.9 µM), for the others: at the highest dose activity, negative = inhibition, actives largely listed as inhibitors; recombinant Eya2, OMFP fluorescence dephosphorylation (OMFP is methylfluorescein phosphate); 330,000 tested, 0.006% active; note: potency is the fitted concentration of half-maximal effect; % is set by controls: 0 for no effect and ±100 for the full control effect
#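 Eya2 (0.2 uM) preincubated 10 min at ambient with compound, then OMFP substrate added at 50 uM; 10 min reaction in 50 mM HEPES pH 7.5, 50 mM NaCl, 5 uM MgCl2, 0.05% BSA, 1 mM DTT. Fluorescence read at Ex 485/Em 525 nm.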
# TCR act – Activators of T cell receptors: qHTS campaign; Potency, µM (highest dose often 9.22 µM), without a hit: top-dose activation of IL-2 secretion, usual class: activators; AID 504894, 2011; primary human leukocytes, anti-CD3, IL-2 HTRF, 48 h; 330,000 tested, under 10 active; note: % of control where 0% means no effect
#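 Using a-CD3 beads without co-stimulation, primary human leukocytes were exposed to compounds for 48 hr. An HTRF IL-2 kit measured the cytokine, with europium-to-d2 energy transfer producing emission at 665nm upon 320nm excitation.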
# KCNH2 3.1 inh – qHTS for Inhibitors of KCHN2 3.1: Mutant qHTS. Potassium voltage-gated channel subfamily H member 2, brain isoform KCNH2 3.1 (human). U2OS KCNH2 3.1, thallium flux FluxOr; hits give low values. activity change, % (tested at about 1.8 µM). 340,000 tested, 0.95% active. AID 720553, 2013;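 active = maximum activity change below -70%; inconclusive = maximum activity change from -70% to -50%; inactive = maximum activity change above -50%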;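 note: thallium influx rate constant from kinetic fluorescence after stimulation buffer; % is set by controls: 0 for no effect and ±100 for the full control effect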
#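 FluxOr-based Tl+ influx in U2OS cells transduced with KCNH2 3.1 virus; rate constants normalized to DMSO controls.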
# The depositor's hits bear a star; ? = inconclusive; . = no result given; [ ] = dose if it differs, or a comment. Unless noted, calls come from the whole dose curve; as a rule, active = well fitted curve in the direction sought with a large enough effect; inconclusive = small, poorly fitted or top-dose-only effect, or another doubt; inactive = no such curve, though single readings can be large; an effect the other way counts as inactive or inconclusive. Some of the compounds tested. The share of hits here may be higher or lower than overall.
SMILES,TSHR antag,AT treatment,Mito fusion act,KCNH2 WT inh,TRPV1 ag,ELG1 repair inh,USP2a block,Eya2 inh,TCR act,KCNH2 3.1 inh
COc1ccc(-n2c(O)c(C=Nc3ccccc3)c3ccccc3c2=O)cc1,7.8,-7.4%,23.1%,2.5,3.0,4.2%,1.7%,-3.4%,-0.9%,5.3
Cc1nn(C)c(C(=O)Nc2ccc(Cn3cccn3)cc2)c1[N+](=O)[O-],0.1,2.1%,0.0%,-5.7,11.1,0.9%,3.1%,3.5%,-1.9%,-5.6
CCOC(=O)CN/C=C(\C#N)c1ccccc1,13.5,-0.8%,-9.4%,-16.5,-7.1,9.2%,2.6%,6.4%,3.9%[46.1 µM],-7.2
CCN(CC)Cc1c(O)ccc2c(=O)c(Oc3ccccc3OC)c(C)oc12,11.5,13.2%,1.7%,15.9,2.6,-6.7%,2.1%,1.8%,-2.2%,5.1
Cc1ccc(-c2noc(-c3ccccc3C(=O)N3CCCC3)n2)cc1,-13.3,4.5%,5.2%,-4.8,3.6,?,-0.3%,-9.8%,-6.5%,3.1
COc1cccc(COC(=O)Nc2ccccc2F)c1,-6.4,.,-1.5%,-1.3,?,?,-8.1%,-8.6%,0.1%,-7.6
O=c1[nH]c(-c2ccco2)nc2sc3c(c12)CCCC3,0.4,1.6%,2.0%,-5.5,15.7,?,0.2%,-29.0%,1.8%,-3.4
CC1CC(C)CN(C(=O)Cn2c(=O)n(CCCC(=O)NCc3ccco3)c(=O)c3sccc32)C1 (centres undefined),1.1,-6.5%,0.0%,-9.8,1.8,-12.9%,3.5%,-11.6%,-0.9%,6.8
COc1ccc(C(=O)/C=C/C(=O)N(CC(=O)NC2CCCCC2)CC2CCCO2)c(O)c1 (centres undefined),-48.4,?,-6.4%,-3.2,12.1,?,-8.6%,-3.9%,-37.4%,0.8
Cc1ccc(-n2cc(CCCCCCCCC(=O)O)nn2)cc1,-14.2,-10.1%,-3.4%,-3.0,-3.6,5.5%,-0.5%,-2.1%,4.1%,-4.6
CNC(=O)C1CC(=O)N(c2ccc(OCC(=O)NCc3ccccc3)cc2)C1 (centres undefined),20.5,12.2%,-10.9%,-1.7,-5.4,?,-0.5%,24.2%,5.4%,-1.5
CC(=O)Nc1nc(-c2ccc3c(c2)CCN3S(C)(=O)=O)cs1,-2.1,-3.6%,-0.6%,5.2,5.7,?,0.9%,14.4%,6.2%,21.9
Cc1noc(C)c1CSc1ccc2ccccc2n1,-24.5,1.1%,16.3%,-3.7,16.6,22.3%,-7.7%,-18.4%,-2.6%[46.1 µM],13.1
O=C(CN1C(=O)NC2(CCc3ccccc32)C1=O)c1ccc(F)cc1 (centres undefined),3.3,-2.7%,-4.3%,3.8,-2.0,12.3%,-0.8%,-2.0%,-2.3%,5.5
CCOc1ccc(S(=O)(=O)N2CCN(C(=O)C3CSC4(C)CCC(=O)N34)CC2)cc1 (centres undefined),58.1,8.6%,-2.7%,-2.9,-1.6,-2.3%,-1.6%,-17.3%,5.8%,-19.5
O=C(c1ccc(F)cc1)N1CCN(c2ccc([N+](=O)[O-])c(N3CCCCC3)c2)CC1,-5.2,-1.4%,6.6%,-3.1,?,?,-7.7%,-8.2%,1.7%,5.6
COc1ccc(NC(=O)Cn2nnc(C(=O)NCc3ccco3)c2N)cc1,8.2,-2.8%,-3.7%,-33.9,-3.7,12.5%,4.1%,-3.1%,-19.0%,6.2
O=C(CN1CCN(Cc2ccc(Cl)cc2)CC1)N/N=C/C=C/c1ccccc1[N+](=O)[O-],0.0,8.2%,-5.8%,-36.1,3.6,-27.1%,0.3%,-10.0%,0.1%[46.1 µM],-91.3*
Cc1ccc(NC(=O)C(C)N2C(=O)c3ccccc3C2=O)c(C)c1 (centres undefined),-7.1,-9.7%,0.3%,4.1,1.6,-22.4%,1.3%,-9.1%,-4.3%,-18.2
CC(C)[C@H](NC(=O)c1nn(Cc2ccccc2)c(=O)c2ccccc12)C(=O)O,-6.8,1.6%,-7.9%,4.4,-4.0,15.4%,0.6%,10.8%,1.1%,8.3
CC(C)(C)NC(=O)NC(=O)CN1CCN(c2cccc(Cl)c2)CC1,-6.8,18.3%,18.6%,-1.3,11.5,?,-1.6%,-2.7%,-4.8%,0.6
CCCN(CC(=O)Nc1ccccc1C)C(=O)c1ccc(NC2CC2)c([N+](=O)[O-])c1,-3.6,-5.6%,6.5%,3.8,0.8,-2.3%,3.1%,-38.1%,-3.4%,-16.8
COc1cc(NC(c2ccccc2)c2ccccc2)cc(OC)c1OC,11.3,34.3%,6.0%,1.3,6.3,-2.6%,-1.6%,-10.2%,-3.7%,0.5
COc1cccc(C2CC(c3ccc(Br)cc3)=NN2C(=O)c2ccncc2)c1OC (centres undefined),1.9,6.1%,-0.6%,5.5,-0.1,?,-29.3%,-7.9%,3.1%,-9.7
O=C(OCCCCN1C(=O)c2ccccc2C1=O)c1ccc(Br)o1,22.6,4.6%,-10.1%,0.1,-3.4,-17.2%,3.1%,0.1%,.,-1.4
Cc1ccc(C)c(S(=O)(=O)N2CCN(C(=O)c3ccccc3Cc3ccccc3)CC2)c1,1.1,1.1%,?,-4.5,0.9,?,-1.6%,2.6%,3.3%,-1.3
COc1ccc2nc(C)[nH]c(=O)c2c1,8.4,6.2%,3.8%,0.2,0.2,13.8%,-1.8%,6.4%,-1.7%,0.7
Cc1ccc2nc(SC(C)C(=O)N3CCOCC3)[nH]c2c1 (centres undefined),10.3,-0.7%,0.0%,1.7,7.2,?,-0.2%,-1.2%,-1.2%,-4.8
CCn1c(N2CCN(C(=O)/C=C/c3ccccc3)CC2)nc2ccccc21,-11.4,-8.9%,3.8%,?,24.4,?,-0.9%,5.9%,.,-90.3*
Cc1nc2sccn2c1-c1csc(NCc2ccccc2)n1,-16.8,1.6%,-2.4%,2.3,-7.6,-19.2%,-14.0%,18.2%,.,-6.5
O=C(CSc1ncnc2c1nnn2-c1ccc(F)cc1)NCc1ccco1,1.6,1.6%,0.7%,-0.2,-0.5,?,-0.9%,0.1%,-3.6%[46.1 µM],-1.7
c1ccc(Cn2nnc(-c3ccccc3)n2)cc1,-15.1,3.6%,-0.2%,-12.9,9.5,?,2.2%,-1.2%,-10.6%[46.1 µM],10.1
O=C(NCc1cccnc1)Nc1cccc(Cl)c1,6.7,-5.1%,2.1%,-1.7,5.7,?,2.7%,3.8%,-2.3%,13.9
O=C(CN(CC1CCCO1)C(=O)CNS(=O)(=O)c1ccc(F)cc1)NCCc1ccccc1 (centres undefined),-4.3,-2.7%,-4.6%,-5.8,-0.8,12.3%,2.3%,-2.8%,3.9%,-20.0
Cc1cccc(NC(=O)c2ccccc2NC(=O)c2ccccc2)n1,3.1,?,23.4%,1.1,?,?,-1.6%,-15.4%,-3.4%,-3.0
CCN(CC)C(=O)C1CCN(S(=O)(=O)c2ccc(C3CNC(=O)C3)cc2)CC1 (centres undefined),-4.6,1.7%,-7.3%,23.9,-1.3,-6.1%,2.9%,1.1%,-4.7%,6.4
Cc1c(NC(=O)CN2CCN(c3ccc(O)cc3)CC2)c(=O)n(-c2ccccc2)n1C,-3.5,-6.7%,-4.5%,3.9,-0.6,-2.5%,0.4%,7.4%,-2.6%,7.0
O=C(Nc1ccc(Cl)cc1)c1cc(Br)ccc1OCC(=O)N1CCOCC1,-13.5,22.6%,3.1%,-5.0,6.8,?,-0.2%,-0.4%,2.7%,-11.7
CC(C)n1c(NCc2nc3ccccc3n2C)nc2ccccc21,3.9,5.4%,-1.7%,4.7,1.8,6.3%,3.5%,7.3%,4.7%,-20.8
O=C(CCc1c[nH]c2ccccc12)NCCc1ccc(O)cc1,1.3,-11.4%,9.4%,4.3,-1.1,7.8%,1.5%,-3.7%,-2.7%,-1.1
CSc1ccc(NC(=O)CC(C)=O)cc1,10.3,.,-5.3%,3.5,-6.0,28.6%,1.2%,4.4%,10.8%,-12.0

# Screening results: PubChem, National Center for Advancing Translational Sciences (NCATS)
